# Compound activity: PubChem BioAssay, National Center for Advancing Translational Sciences (NCATS)
# TDP1 cell CPT: qHTS for Inhibitors of human tyrosyl-DNA phosphodiesterase 1 (TDP1): qHTS in cells in presence of CPT. chicken DT40 Tdp1-/-;hTDP1 cells + 20 nM CPT, ATP luminescence, 48 h. Potency, µM (top dose mostly 46.2 µM), for inactives: top-dose activity change, negative = growth inhibition, most hits filed as inhibitors. 420,000 compounds, 12% hits; also: nearly all actives have a fitted effect of over 55% in size
#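 Chicken DT40 Tdp1-/- cells stably complemented with human TDP1 were seeded at 400 cells/well in medium containing 20 nM camptothecin, exposed to pin-transferred compounds, and grown at 37 °C for at least 48 hr. Viability was read as ATP luminescence.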
# N370S GC mod: qHTS Assay for Inhibitors and Activators of N370S glucocerebrosidase as a Potential Chaperone Treatment of Gaucher Disease. Lysosomal acid glucosylceramidase (Homo sapiens), P04062. N370S GC spleen homogenate, 4MU-glucoside fluorescence. Potency, µM (series often up to 59.4 µM), inactives show top-dose activity change, negative = inhibition, usual class: inhibitors. 330,000 compounds, 0.092% hits;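 also: 0% = full enzyme activity and -100% = no enzyme basal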
# FEN1 inh: qHTS Assay for the Inhibitors of Human Flap endonuclease 1 (FEN1). 390,000 compounds, 0.35% hits. Recombinant FEN1 flap cleavage, fluorescence, 15 min. P39748. Potency, µM (highest dose often 114 µM), for the others: at the top dose activity change, negative = inhibition, actives largely listed as inhibitors; also: nearly all actives have a fitted effect of over 65% in size
# Target sequence (P39748 whole entry, looked up): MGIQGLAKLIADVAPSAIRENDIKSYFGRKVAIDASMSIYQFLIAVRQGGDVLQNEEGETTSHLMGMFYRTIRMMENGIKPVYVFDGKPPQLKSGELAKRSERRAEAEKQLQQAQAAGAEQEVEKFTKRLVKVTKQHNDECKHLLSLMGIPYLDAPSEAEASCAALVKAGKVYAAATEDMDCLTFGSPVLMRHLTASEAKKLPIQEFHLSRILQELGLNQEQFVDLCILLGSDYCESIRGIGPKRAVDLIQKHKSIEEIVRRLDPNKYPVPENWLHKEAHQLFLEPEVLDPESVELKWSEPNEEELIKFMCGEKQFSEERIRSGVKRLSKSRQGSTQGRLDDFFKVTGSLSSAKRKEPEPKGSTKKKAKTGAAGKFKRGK
#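 Nuclease activity of 10 nM FEN1 was measured after 15 min of room-temperature exposure to titrated compounds, by adding 50 nM flap substrate and reading plates at 0 and 15 min.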
# * hit, by the source's call; u = inconclusive; x = no result given; [ ] = another dose, or the depositor's remark. Calls follow the shape of the dose curve; as a rule, active = well fitted curve in the direction sought with a large enough effect; inconclusive = small, poorly fitted or top-dose-only effect, or another doubt; inactive = no such curve, though single readings can be large; an effect the other way counts as inactive or inconclusive. Unless noted, % is scaled to controls: 0 for no effect and ±100 for the full control effect; potency is read from the fitted curve at half-maximal effect. Only part of the results is shown; rates above refer to the full screens.
SMILES,TDP1 cell CPT,N370S GC mod,FEN1 inh
O=c1cc[nH]c2ccc(OC(F)(F)F)cc12,-2.8%,-2.9%,-4.1%
Cc1onc(-c2ccccc2Cl)c1C(=O)Nc1ccccc1O,u,-3.9%,0.0%
CCc1nnc(NC(=O)[C@@H](NS(=O)(=O)c2ccc3c(c2)OCCO3)C(C)C)s1,-10.8%,x,0.3%
CC(C)(C)C(=O)N1c2ccccc2CCc2ccccc21,u,-8.5%,4.3%
CC(=O)Nc1ccc(NC(=O)C(C)OC(=O)c2ccc(OCc3c(C)noc3C)cc2)cc1 (stereo not drawn),-23.5%,-11.2%,3.7%
CC1CC(=O)N(CC(=O)NCc2ccco2)c2ccccc2S1 (stereo not drawn),-22.1%,5.4%,-13.2%
COc1ccc(NC(=O)C2CCN(S(=O)(=O)c3ccc(C)cc3)CC2)cc1OC,-10.2%,5.2%,-1.9%
O=C(COc1cccc2ccccc12)N/N=C/c1ccccc1OCc1ccc(C(=O)O)cc1,6.6%,-0.5%,u
O=C1CC(NCCN2CCOCC2)C(=O)N1Cc1ccc(N2CCCC2=O)cc1 (stereo not drawn),-2.2%,x,-2.1%
COc1ccc2[nH]c3c(c2c1)[C@@H]1CCN2C(=O)CCC[C@H](C3)[C@H]12,-3.9%,-6.1%,-24.0%
O=S(=O)(c1ccccc1)N1CC=C(c2ccccc2)CC1,u,17.3%,-15.9%
CC(=O)Nc1ccc(Nc2c3c4c(cccc4n(C)c2=O)C(=O)c2ccccc2-3)cc1,u,-7.9%,2.4%
CC(=O)Nc1ccc(S(=O)(=O)Nc2ccc(F)c([N+](=O)[O-])c2)cc1,-13.3%,-7.3%,-4.0%
COc1ccc(CC(=O)NCC2CCCN(Cc3ccc(OC)cc3F)C2)cc1 (stereo not drawn),-8.2%,-6.8%,1.5%
CCn1c(SCC(=O)Nc2ccc(C(C)=O)cc2)nc2nc3c(cc2c1=O)COC(C)(C)C3,-0.3%,4.8%,-14.7%
CC(=O)OCC(=O)C1CCC2C3CCC4=CC(=O)CC[C@@]4(C)C3CC[C@]12C (stereo partly drawn),u,-13.7%,x
Cc1ccc(S(=O)(=O)N2CC=C(N)N2)cc1,-0.7%,x,-2.8%
CCOC(=O)C=C(C(=O)OCC)C(=O)OCC,4.61µM*,-4.0%,44.0%[activator]
Cc1cccc(NC(=S)NCCc2c[nH]c3ccccc23)c1,u,4.6%,-4.1%
COc1ccc(OCCCC(=O)ON=C(N)c2ccccc2Cl)cc1,-2.2%,x,-25.7%
O=C(/C=C/c1cnc2ccccc2n1)NC1CCCCCC1,u,2.7%,-9.2%
CCn1c(SCCC(C)C)nnc1-c1c[nH]c2ccccc12,u,3.4%,-17.3%
Cc1nn(CC(=O)NCCc2ccc(Cl)cc2)c(=O)c2cccn12,u,1.8%,19.2%
Cc1cccc(C2c3[nH]c4ccccc4c3CCN2C(=O)CN2CCOC2=O)n1 (stereo not drawn),-5.1%,3.0%,-7.5%
O=C(Cc1ccc(Cl)cc1)c1c[nH]c(C(=O)NCCCn2ccnc2)c1,0.4%,-15.7%,0.0%

# Look-ups from the list.
# For TDP1 cell CPT, `Cc1ccc(S(=O)(=O)N2CC=C(N)N2)cc1` has -0.7%
# For FEN1 inh, `CC1CC(=O)N(CC(=O)NCc2ccco2)c2ccccc2S1` (stereo not drawn) has -13.2%

# A second format for some results above:
smiles	TDP1 cell CPT	N370S GC mod	FEN1 inh
CCc1nnc(NC(=O)[C@@H](NS(=O)(=O)c2ccc3c(c2)OCCO3)C(C)C)s1	-10.8%	x	0.3%
CC(C)(C)C(=O)N1c2ccccc2CCc2ccccc21	u	-8.5%	4.3%
CC(=O)Nc1ccc(NC(=O)C(C)OC(=O)c2ccc(OCc3c(C)noc3C)cc2)cc1 (stereo not drawn)	-23.5%	-11.2%	3.7%
CC1CC(=O)N(CC(=O)NCc2ccco2)c2ccccc2S1 (stereo not drawn)	-22.1%	5.4%	-13.2%
COc1ccc(NC(=O)C2CCN(S(=O)(=O)c3ccc(C)cc3)CC2)cc1OC	-10.2%	5.2%	-1.9%

# Next part
SMILES,TDP1 cell CPT,N370S GC mod,FEN1 inh
CCOc1ccc(C(=O)CSCCC(=O)O)cc1,-2.5%,-3.3%,-13.9%
Cc1ccccc1NC(=O)NCc1ccccn1,-10.6%,x,-11.6%
C/C(=N\OCC(=O)Nn1c(=O)[nH]c2ccccc2c1=O)c1ccccc1,-5.5%,1.5%,4.2%
Cc1nc2scc(C)n2c(=O)c1S(=O)(=O)Nc1cccc(O)c1,-29.7%,x,-5.7%
CCC1CCCCN1CCCNC(=O)c1ccc(CS(=O)(=O)c2ccccc2OC)o1 (stereo not drawn),-5.8%,-2.1%,-19.1%
N#CCCCCn1c(-c2cncs2)nc2ccccc21,0.8%,11.7%,-3.6%
C=CCN1C(=O)C2C(C(=O)NCc3ccccc3)C3(C)C=CC2(O3)C1C(=O)NC(C)(C)C (stereo not drawn),-9.4%,-1.6%,-15.5%
Cc1cc(C)n(-c2nc3ccccc3nc2N2CCC(C)CC2)n1,-17.2%,29.1%,-9.8%
Cc1ccc(C(=O)N2c3nc(-c4ccco4)nn3C3(CCCCC3)[C@@H]3CCCC[C@@H]32)cc1,16.4µM*,x,5.7%
CCn1nc(C(=O)NNC(=O)C(Cc2ccccc2)NC(N)=O)c2ccccc2c1=O (stereo not drawn),37.8%[activator],x,-14.9%
FC(F)(F)c1cccc(OCC2CNC(=S)O2)c1 (stereo not drawn),-5.0%,-2.8%,-3.8%
COc1cc(-c2noc(C3CC(=O)N(c4cc(C)ccc4C)C3)n2)cc(OC)c1OC (stereo not drawn),18.4µM*,x,12.1%
CCOC(=O)C1CCN(C2CCN(C(=O)c3oc4c(C)c(C)ccc4c3C)CC2)CC1,u,-19.6%,16.8%
NCc1cccc(CNc2ccc([N+](=O)[O-])cc2C(N)=O)c1,u,u,0.3%
COC(=O)c1c(N)nc(C)n1-c1ccc(OC)cc1,0.5%,-20.8%,-0.9%
CCOc1ccc(NC(=O)CN(C)C(=O)CC2CCCCC2)cc1OCC,-11.4%,x,-0.1%
NCCNC(=O)Cc1cccc(NC(=O)Cc2ccc(Nc3ncnc4c3ncn4[C@@H]3O[C@H](CO)[C@@H](O)[C@H]3O)cc2)c1,10.4%,-7.7%,0.2%
Cc1ccccc1NC(=O)CSCCO,9.0%,3.7%,-12.9%
COc1c(-c2coc3cc4c(cc3c2=O)CC(O)C(C)(C)O4)ccc2c1C=CC(C)(C)O2 (stereo not drawn),0.0461µM*,u,x
C/C(=C\c1ccccc1)C(=O)Nc1nc2ccc([N+](=O)[O-])cc2s1,0.3%,-3.3%,-11.9%
O=C(C[C@H]1C/C=C\C[C@@H](Cc2ccc(F)cc2)C(=O)O[C@H](c2ccccc2)CNC1=O)N[C@@H](CO)Cc1ccccc1,-21.6%,x,-7.6%
O=C(c1cccc(C(F)(F)F)c1)C1CCCN(C(=O)CN2CCOC2=O)C1 (stereo not drawn),3.1%,-2.7%,-5.0%
CCN(CC)c1ccc(NC(=O)CN2CCN(c3nc(C)cc(C)n3)CC2)cc1,u,7.5%,-10.6%
O=C(CN(Cc1ccco1)C(=O)CNS(=O)(=O)c1ccc(F)cc1)NCc1ccccc1,-2.4%,u,-16.9%
O=S(=O)(Nc1ccc(Br)cc1)N1CCOCC1,-4.6%,-2.2%,8.0%

# More entries.
SMILES,TDP1 cell CPT,N370S GC mod,FEN1 inh
O=C(c1ccc2c(=O)n(Cc3ccc(Cl)cc3)c(=S)[nH]c2c1)N1CCCC1,-18.2%,-4.4%,-5.4%
O=C1CN(C(=O)COc2ccccc2Cl)c2ccccc2N1,0.5%,x,0.3%
COc1ccc(/C=N/OCC(=O)NC(c2ccccc2)c2ccccc2)cc1OC,5.17µM*,3.9%,-2.1%
Fc1ccccc1CSc1ncnc2c1ncn2C1CCCO1 (stereo not drawn),-29.7%,x,-1.3%
O=C1CS/C(=N\c2ccccn2)N1C1CCCCC1,-6.0%,11.9%,1.0%
C=CCNc1nc2c(c(=O)[nH]c(=O)n2C)n1CCCCC,-8.0%,6.0%,6.1%
OC(CNCc1cccs1)c1ccccc1 (stereo not drawn),5.6%,-6.0%,5.0%
Cc1ccc(Sc2ccc(C(=O)NC(C)C)cc2[N+](=O)[O-])cc1,-17.1%,6.3%,9.4%
O=C1COc2ccc(C(=O)COC(=O)c3ccco3)cc2N1,2.3%,-9.0%,4.4%
COc1ccc(CCN2CC(C(=O)NCCc3ccc(C(F)(F)F)cc3)CCC2=O)cc1 (stereo not drawn),u,u,8.7%
C[C@H](CO)N1C[C@H](C)[C@@H](CN(C)C(=O)Nc2ccc3c(c2)OCO3)Oc2ccc(NC(=O)C3CCCCC3)cc2C1=O,-14.0%,x,20.7%
O=C(c1nc2ccccn2c1CN1CCCC(OCc2ccccc2)C1)N1CCCC1 (stereo not drawn),-8.4%,-3.4%,8.9%
CC(C(=O)Nc1nccs1)N1C(=O)c2ccccc2S1(=O)=O (stereo not drawn),-6.2%,-7.1%,3.7%
COc1ccc(CNC(=O)CN(Cc2ccccc2)C(=O)CCC(=O)Nc2ccccn2)cc1,-3.4%,-1.4%,-2.9%
COc1cc(NC(=O)Cn2ccsc2=N)cc(OC)c1,u,9.3%,8.6%
O=C(N/N=C(\CC(=O)c1cccs1)C(F)(F)F)c1cccnc1,u,-13.5%,3.9%
CCN(C(=O)CN1C(=O)NC2(CCc3ccccc32)C1=O)C1CCCCC1 (stereo not drawn),-23.7%,-3.2%,7.0%
CCCOc1ccc(N2C(=O)CC(N(Cc3ccc(S(N)(=O)=O)cc3)C(=O)CC)C2=O)cc1 (stereo not drawn),-2.7%,17.2%,1.7%
COc1cccc(NC(=O)CCc2c(C)nc3ncnn3c2C)c1,13.0%,x,-0.5%
CCOc1cc(S(=O)(=O)N(CC)CC)ccc1Br,0.5%,25.1%,-4.5%
COc1ccc(C(=O)NCc2ccc(-c3nc4ccccc4s3)cc2)cc1,0.8%,6.6%,-5.0%
CC(C)Sc1nc2sccc2c(=O)n1-c1ccccc1,u,-11.9%,7.2%
Cc1ccc(NC(=O)c2ccccc2OCC(=O)c2ccc(F)cc2)cc1,-3.4%,-0.4%,-1.9%
CC(=O)c1ccc(NC(=O)CCn2c(=S)oc3ccccc32)cc1,9.0%,1.7%,-8.8%
Nc1nc(CSc2ccc(Cl)cc2)nc(N2CCCCC2)n1,3.9%,-11.7%,-15.6%

# Molecules listed so far with bromine:
SMILES,TDP1 cell CPT,N370S GC mod,FEN1 inh
O=S(=O)(Nc1ccc(Br)cc1)N1CCOCC1,-4.6%,-2.2%,8.0%
CCOc1cc(S(=O)(=O)N(CC)CC)ccc1Br,0.5%,25.1%,-4.5%

# More results.
SMILES,TDP1 cell CPT,N370S GC mod,FEN1 inh
CCc1ccc(Oc2nnnn2-c2ccc(C(N)=O)cc2)cc1,-17.8%,2.4%,-5.4%
O=C1CSC(=S)N1c1cccnc1,u,-2.0%,-13.3%
CCc1ccc(/C(C)=N/NC(=O)c2c[nH]c3ccccc23)s1,u,2.2%,-12.7%
O=C(OCc1cc(=O)n2cc(Br)ccc2n1)C1COc2ccccc2O1 (stereo not drawn),-0.2%,-29.5%,-0.3%
COc1ccc(OC)c(C(=O)NC(CC(N)=O)c2ccc(NCCN3CCOCC3)c([N+](=O)[O-])c2)c1 (stereo not drawn),-17.6%,-4.2%,0.0%
COc1ccccc1-c1n[nH]c(=S)n1N,6.2%,4.3%,-1.3%
Cc1nc2cc(NC(=O)NCCC3=CCCCC3)ccc2o1,u,-12.4%,0.8%
COc1ccc(Nc2nn3c(=O)c4cc5c(cc4nc3s2)OCO5)c(OC)c1,u,x,8.5%
O=C(CCNC(=O)c1ccc([N+](=O)[O-])cc1)Nc1ccc(F)c(F)c1F,-22.2%,-0.4%,-1.7%
Cc1ccc(NC2CCCN(C(=O)CCc3scnc3C)C2)cc1C (stereo not drawn),u,12.3%,-1.7%
COCCOC(=O)c1[nH]c2c(c1C)C(=O)CC(c1ccco1)C2 (stereo not drawn),1.03µM*,9.1%,u
CCCCC(=O)Nc1ccc(NC(=O)CCCC)nc1,-2.5%,6.6%,1.1%
NC(=O)c1ccsc1NC(=O)c1ccc(N2CCCC2=O)cc1,u,-2.2%,u
O=C(COc1ccc(Cl)cc1)Nc1ccc2nc(SCC(=O)N3CCOCC3)sc2c1,u,x,-4.6%
Cc1ccccc1CS(=O)(=O)c1cnc2ccccc2n1,u,8.5%,-3.2%
CCN(Cc1nc2cc(OC)c(OC)cc2c(=O)[nH]1)C(=O)c1ccc(S(=O)(=O)N(C)C)cc1,u,-3.7%,-3.5%
CCOC(=O)CN1C(=O)S/C(=C/c2cccc([N+](=O)[O-])c2O)C1=O,-14.8%,-9.1%,1.8%
Cc1ccc(N/C=C/C(=O)c2cccs2)cc1C,6.2%,19.4%,-20.3%

# Pulled by compound from the entries so far (two):
SMILES,TDP1 cell CPT,N370S GC mod,FEN1 inh
CCCCC(=O)Nc1ccc(NC(=O)CCCC)nc1,-2.5%,6.6%,1.1%
COc1ccccc1-c1n[nH]c(=S)n1N,6.2%,4.3%,-1.3%
